# Lipid storage S3 – qHTS Assay for Lipid Storage Modulators in Drosophila S3 Cells. Drosophila S3 cells, BODIPY lipid droplet fluorescence, 18-24 h; cells fed with added oleic acid. Potency in µM for hits, for the others lipid storage change, negative = inhibition, % at the top dose, mostly 46.1 µM. 320,000 compounds, 0.64% hits; active = well fitted inhibition curve with a large enough effect in the signal ratio, with a control signal flat, not every such curve was filed as active; inconclusive = small, poorly fitted or top-dose-only effect, or effect the other way, or a change in a side signal; the % refers to the signal ratio
#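 Drosophila S3 cells got compounds at several concentrations plus oleic acid (400 uM solution). Laser-scanning cytometry with 488 nm excitation read lipid droplets at 500-530 nm and cells at 575-640 nm. Percent activity was relative to 20 uM Triacsin C.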
# Lipid storage S3 cell count max – also measured in Lipid storage S3; calls as there; cell number change, %; measured here: cell count max response;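 cells counted by Cell Tracker Red CMTPX staining in the red channel; peak over a dose series mostly up to 46.1 µM; percent activity relative to internal control wells on each plate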
# * = called active by the depositor; i = inactive; u = inconclusive; x = no result given; [ ] = another dose, or the depositor's remark. % is scaled to controls: 0 for no effect and ±100 for the full control effect; potency is read from the fitted curve at half-maximal effect. An excerpt; rates above refer to the full screens.
SMILES,Lipid storage S3,Lipid storage S3 cell count max
CC(=O)c1ccccc1Oc1cc(NN2CCCCC2)c([N+](=O)[O-])cc1[N+](=O)[O-],u,x
CCCc1cc(=O)oc2c(C)c(OCC(=O)NCCN3CCOCC3)ccc12,9%,19
NC1=NC(c2ccccc2)=NC1(NC(=O)c1ccccc1)C(Cl)Cl (stereo not given),7%,-3
O=C(CN1CCCC1)Nc1ccc(OCc2ccccc2)cc1,0%,9
CC(=O)c1cccc(N(CC(=O)Nc2ccccc2F)S(C)(=O)=O)c1,u,x
Nc1cc(N2CCCC2)c(Cl)cc1[N+](=O)[O-],u,x
COc1ccc(-c2nnc(Nc3nc4c(OC)cccc4s3)o2)cc1,u,x
COC(=O)c1ccc(Cl)c(NC(=O)CN(c2ccc3c(c2)OCO3)S(C)(=O)=O)c1,u,x
COCCN(C(=O)CSc1nnc(-c2ccc(C)c(C)c2)o1)c1c(N)n(CC(C)C)c(=O)[nH]c1=O,u,x
Cc1ccc(SCc2cc(=O)n3ccsc3n2)c(C)c1,6%,-12
Cc1ccc(O)c(-c2cc(C(F)(F)F)[nH]n2)c1,u,x
CN1CCC(OC(=O)c2ccc(Cl)cc2Cl)CC1,u,x
Cc1ccc(S(=O)(=O)CCC(=O)OCC(=O)NCc2ccc(Cl)cc2)cc1,2%,19
Cc1c(C(=O)Nc2c(F)cccc2F)sc2ncnc(N3CCN(c4ccccc4)CC3)c12,4%,-2
CCN(CC)C(=O)CN(c1ccc2c(c1)OCO2)S(C)(=O)=O,u,x
Cc1ccc(S(=O)(=O)N2CCC(C(=O)O)CC2)cc1,-6%,-11
COc1ccc2c3n([n+]([O-])c2c1)CCN=C3c1ccc(C)cc1,u,x
CCOc1c2c(nc3ccc(Cl)cc13)CCC2,7%,8
COc1ccc(C2CC(c3cccs3)=NN2S(C)(=O)=O)cc1OC (stereo not given),6%,-11
CCCN(CCC)CC(=O)Nc1cccc2c1OCO2,u,x
CCOc1ccc(CCNC(=O)COC(=O)/C=C/c2ccccc2OC)cc1OCC,u,x
Cc1c(NC(=O)CSc2nnnn2-c2ccc(F)cc2)c(=O)n(-c2ccccc2)n1C,u,x
C=CCNC(=O)c1ccc(-c2cccc([N+](=O)[O-])c2)o1,6%,22
COc1cnc(SCc2ccc(Cl)cc2Cl)nc1Cl,u,x
Cc1csc2nc(O)c(C(=O)NC3CCCCC3)c(=O)n12,u,x
ClCc1nnc(-c2ccccc2)o1,-1%,-18
COc1ccc(NC(=O)CC(Cc2ccc(Cl)cc2)C(=O)O)cc1 (stereo not given),0%,12
COc1ccccc1N1CCN(C(=O)CSc2nnc3n2C(C)(C)Cc2ccccc2-3)CC1,u,x
CCOC(=O)c1cc(C(C)C)sc1NC(=O)COC(=O)CCS(=O)(=O)c1ccccc1,u,x
COc1ccc(-c2cnc3ccccc3n2)cc1NC(=O)CNC(=O)c1ccccc1,11%,18
Cc1cc2nc(-c3ccc[nH]c3=O)n(Cc3cccc(F)c3)c2cc1C,-2%,8
CCN(CC)CCn1c(=S)[nH]c2ccccc2c1=O,-9%,1
COc1ccccc1NC(=S)NCC1CCCCC1,15%,18
O=C(O)c1cccc(Nc2ccc([N+](=O)[O-])c3nonc23)c1,u,x
CCOc1ccc(NC(=S)N(Cc2ccc(N(C)C)cc2)Cc2ccco2)cc1,-28%,23
O=C(NNC1CC(=O)N(c2ccc(Br)cc2)C1=O)c1cccs1 (stereo not given),23%,-5
CC(=O)Nc1ccn(-c2ccccc2)n1,u,x
O=C1CC(=C(c2ccccc2)c2ccccc2)C(=O)N1CCCCN1CCN(c2cccc(Cl)c2)CC1,-9%,x
C/C(=N\NC(=O)C1CC1)c1ccc(Cl)cc1,9%,-16
C=CCOc1ccc(/C=C/C(=O)OCC(=O)NCC(=O)Nc2c(C)cc(C)cc2C)cc1,u,x
CCC(C(=O)Nc1ccc(C(=O)N2CCCC2)cc1)c1ccccc1 (stereo not given),3%,15
COc1ccc(-c2c(C)nn3c(N)c(-c4ccccc4)cnc23)cc1OC,u,x
COc1ccc(OCCC(=O)OCC(=O)NCc2ccccc2)cc1,2%,11
CC1CCN(C(=O)C(C)NCc2ccc(F)cc2)CC1 (stereo not given),u,x
CCc1ccccc1NC(=O)CCNC(=O)Cn1ccc2ccccc2c1=O,u,x
Cc1ccc2c(c1)C(=O)CC(O)(C(F)(F)F)O2 (stereo not given),12%,21
Cc1ccccc1N1CC(C(=O)Nc2ccc(S(=O)(=O)NCC3CCCO3)cc2)CC1=O (stereo not given),i,6
O=C(Nc1cccc(-c2nc3ccccc3o2)c1)c1ccc(N2C(=O)C3C4C=CC(C4)C3C2=O)cc1 (stereo not given),u,x
Cc1ccc(NC(=O)c2c(-c3ccccc3Cl)noc2C)nc1,u,x
O=C(O)COc1ccccc1/C=N/NC(=O)CN1CCN(S(=O)(=O)c2ccc(Br)cc2)CC1,u,x
O=C(CSc1n[nH]c(=O)n1Cc1ccco1)N1CCOCC1,9%,6
Cc1ccc(-n2c(C)nn(CC3CC3)c2=O)cc1,u,x
CCOC(=O)C1CCN(c2c(N3CCN(Cc4ccccc4)CC3)c(=O)c2=O)CC1,4%,x
CCN(c1ccc2c(c1)OCO2)S(=O)(=O)c1cc(Br)cc2c1N(C(=O)C1CC1)CC2,u,x
O=C(NNC(=O)c1cccnc1)NC12CC3CC(CC(C3)C1)C2,u,x
Cc1ccc(S(=O)(=O)N2CCN(S(=O)(=O)c3ccc(C)cc3)C2)cc1,i,x
COc1ccc(-c2nc(-c3cccc(C(F)(F)F)c3)no2)cc1OC,u,x
NS(=O)(=O)c1ccc(CCNc2nc(C(F)(F)F)nc3ccccc23)cc1,i,x
CC(C)c1ccc(-c2nc3c([nH]2)c(=O)n(C)c(=O)n3C)cc1,u,x
CC(=O)c1c(C)nc(Nc2nc(C)c3cc(C)ccc3n2)nc1C,-7%,5

# The results go on:
SMILES,Lipid storage S3,Lipid storage S3 cell count max
CC1=C(C(=O)OCc2ccccc2)C(c2ccc(N3CCOCC3)cc2)NC(=O)N1 (stereo not given),u,x
C=CCN(CC=C)C(=S)NC(=O)c1ccc(OC)c(Br)c1,12%,5
CN1CCN(S(=O)(=O)c2ccc(-c3ccc(Cl)cc3)cc2)CC1,u,x
O=C(NCc1cccnc1)c1ccc(NC(=O)c2cccc([N+](=O)[O-])c2)cc1,0%,16
O=C(CNS(=O)(=O)c1ccccc1)NCC(=O)N1CCCCC1,i,3
Cc1ccc(-c2csc(NC(=O)c3ccccc3Cl)c2C(=O)O)cc1,2%,12
COC(=O)c1sccc1NC(=O)Nc1ccc(C)cc1C,u,x
Cc1ccc(CN(C)Cc2cc(=O)oc3cc(C)c(Cl)cc23)cc1,u,x
CS(=O)(=O)c1ccc(N2CCN(C3CC(=O)NC3=O)CC2)cc1 (stereo not given),-19%,2
Cn1c(=O)c2c(nc(N3CCCCC3)n2C)n(C)c1=O,u,x
CCc1ccc2oc(=O)cc(CN3CCN(CCO)CC3)c2c1,u,x
CN(C)CCNc1c2c(c(C#N)c3nc4ccccc4n13)CCCC2,u,x
COC(=O)c1cccc(NC(=O)Cc2ccsc2)c1,-25%,x
O=C(OCCN1CCOCC1)c1cccc(F)c1,u,x
CCN(CC)C(=O)CN1CCN(c2ccccc2F)CC1,10%,15
O=C(CCc1nnc(-c2ccsc2)o1)N1CCc2c(Cl)cccc2C1,9%,9
CC(=O)c1ccc(NC(=O)c2ccc3c(c2)C(=O)N(c2ccccn2)C3=O)cc1,i,-17
Cc1ccc(C)c(Nc2c([N+](=O)[O-])c(=O)oc3ccccc23)c1,7%,11
O=C(Nc1ccccc1)NC1CCCCNC1=O (stereo not given),-14%,1
O=C(NCCCNC(=O)c1cc(Cl)ccc1Cl)c1ccccn1,i,14
Cc1oc2cc3c(C(=O)N4CCCCC4)c(C)oc3cc2c1C(=O)N1CCCCC1,u,x
CS(=O)(=O)c1ccc(-c2nnc(NC(=O)c3cccc(N4C(=O)CCC4=O)c3)o2)cc1,1%[0.0737 µM],-4
COc1ccccc1NC(=O)C1CCCN(C(=O)Nc2ccc(F)cc2)C1 (stereo not given),i,18
COC(=O)c1cc(S(=O)(=O)N2CCN(c3ccccc3)CC2)c[nH]1,i,25
O=C(Nc1ccc(N2CCN(C(=O)c3ccccc3F)CC2)cc1)c1cncc(Br)c1,u,x
CCOC(=O)Nc1cccc(OCC(=O)Nc2ccc(OC)cc2OC)c1,10%,-12
CCOCCCN(C(=O)Nc1ccc(CC)cc1)C1CCN(C(C)=O)CC1,i,-14
CCOC(=O)COc1cc([N+](=O)[O-])cc2cccnc12,-6%,-3
O=C(CSc1ccc(-c2ccco2)nn1)NC1CCCC1,u,x
COC(=O)CCC(=O)OC1(C)C(=O)C=C2C=C(C3CC3)N(CC(C)C)C=C2C1=O (stereo not given),-3%,-7
CC(C)c1ccc(CN2C(=O)c3ccccc3S2(=O)=O)cc1,i,15
CC(=O)c1c(C)[nH]c(C(=O)Nc2ccc(Cl)cc2)c1C,u,x
Cc1ccc(S(=O)(=O)C2(C(=O)NCCc3ccccc3)CC2)cc1,16%,-14
CC(C(=O)N1CCc2ccccc2C1)N(c1ccccc1)S(C)(=O)=O (stereo not given),2.1µM*,-18*
CN(C)c1ccc(CNc2ccccn2)cc1,5%,-15
CC(=O)c1cccc(-n2nnnc2SCC(=O)Nc2ccccc2N2CCCCC2)c1,i,10
Cc1ccc(S(=O)(=O)N(CC(=O)Nc2ccc(C)cc2C)C(=O)N2CCN(C)CC2)cc1,u,x
COc1ccc2nc(N3CCCC3)c(C#N)cc2c1,u,x
CCCOc1ccc2oc(=O)c3c(c2c1)CCCN3C(=O)CN1CCc2ccccc2C1,3%,0
Cc1nc2cc(C(=O)NCc3ccc4c(c3)OCO4)ccc2n1-c1ccc(Br)cc1,u,x
CC1CCN(Cc2cnc(Cl)s2)CC1,-23%,x
CCc1nnc(N2C(=O)c3cccc4cccc(c34)C2=O)s1,u,x
COc1ccc(OC)c(NC(=O)CCNS(=O)(=O)c2cccc3nonc23)c1,-6%,10
CCOCCOC(=O)c1[nH]c2c(c1C)C(=O)CC(c1cc(OC)c(OC)c(OC)c1)C2 (stereo not given),u,x
COc1cccc(/C=C/C(=O)OCC(=O)NCc2ccco2)c1,1%,6
O=C(CC(=O)NCCc1ccccc1)NCCc1ccccc1,u,x
Cc1oc2c(Cl)c(Cl)c(O)c(CN(C)C)c2c1C(=O)c1ccc(Cl)cc1,u,x
CC(C)C[C@H](NC(=O)c1nc[nH]c1C(=O)NC1CCN(C(=O)OC(C)(C)C)CC1)C(=O)OC(C)(C)C,u,x
COC(=O)C1CCC(C)(C(=O)Nc2ccccc2)C1(C)C (stereo not given),23%,-15
CCOC(=O)C(Cc1ccccc1)NC(=O)Cn1nnc(-c2ccc(SC)cc2)n1 (stereo not given),u,x
CC(C)CC(=O)NC(=S)N1CCCCCC1,2%,1
COCCn1c(-c2cc(OC)c(OC)c(OC)c2)nc2oc3cc(OC)ccc3c(=O)c2c1=O,-1%,6
CCCc1cc(=O)n2[nH]c(NCc3c(F)cccc3Cl)nc2n1,i,17
COc1ccc(NC(=O)Nc2cccc(C)n2)c(OC)c1,u,x
O=S(=O)(Nc1ccncc1)c1ccc(Cl)c(Cl)c1,u,x
O=C(CC1(O)C(=O)N(Cc2ccccc2)c2ccccc21)c1ccc2c(c1)OCO2 (stereo not given),u,x
Cc1nn(C)cc1CNC(=O)CCC(=O)O,1%,-7
C/C(=N\Nc1ccc([N+](=O)[O-])cc1[N+](=O)[O-])c1ccc(-n2nncc2C(C)(C)C)cc1,u,x
N#Cc1ccccc1OCC(=O)OCC(=O)c1ccc[nH]1,u,x
Cc1ccc(CNC(=O)C2CCN(C(=O)Nc3ccccc3)CC2)cc1,i,1

# Gathered by group, those above with fluorine (14)
SMILES,Lipid storage S3,Lipid storage S3 cell count max
CC(=O)c1cccc(N(CC(=O)Nc2ccccc2F)S(C)(=O)=O)c1,u,x
Cc1ccc(O)c(-c2cc(C(F)(F)F)[nH]n2)c1,u,x
Cc1c(C(=O)Nc2c(F)cccc2F)sc2ncnc(N3CCN(c4ccccc4)CC3)c12,4%,-2
Cc1c(NC(=O)CSc2nnnn2-c2ccc(F)cc2)c(=O)n(-c2ccccc2)n1C,u,x
Cc1cc2nc(-c3ccc[nH]c3=O)n(Cc3cccc(F)c3)c2cc1C,-2%,8
CC1CCN(C(=O)C(C)NCc2ccc(F)cc2)CC1 (stereo not given),u,x
Cc1ccc2c(c1)C(=O)CC(O)(C(F)(F)F)O2 (stereo not given),12%,21
COc1ccc(-c2nc(-c3cccc(C(F)(F)F)c3)no2)cc1OC,u,x
NS(=O)(=O)c1ccc(CCNc2nc(C(F)(F)F)nc3ccccc23)cc1,i,x
O=C(OCCN1CCOCC1)c1cccc(F)c1,u,x
CCN(CC)C(=O)CN1CCN(c2ccccc2F)CC1,10%,15
COc1ccccc1NC(=O)C1CCCN(C(=O)Nc2ccc(F)cc2)C1 (stereo not given),i,18
O=C(Nc1ccc(N2CCN(C(=O)c3ccccc3F)CC2)cc1)c1cncc(Br)c1,u,x
CCCc1cc(=O)n2[nH]c(NCc3c(F)cccc3Cl)nc2n1,i,17
